SENP6 inh: inhibitors of human SENP6 protease. inhibition, % at 10 µM. Q9GZR1. 330,000 compounds, 1.8% hits. Recombinant SENP6 catalytic domain, aminoluciferin luminescence;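 active = inhibition above about 50% at the single tested dose, limit read from the data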;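 also: plate controls were DMSO wells with enzyme for no effect and DMSO wells lacking enzyme for full effect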
SENP1 inh: SENP1 (human) catalytic domain inhibition | Q9P0U3 | recombinant SENP1 catalytic domain, CyPet-SUMO1-YPet FRET cleavage | inhibition, % at 10 µM | 360,000 compounds, 0.21% hits;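 active = inhibition at least 30% at 10 µM, raw YFP signal under a set limit, fluorescence ratio 0.5 to 1.5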;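 also: 0% = enzyme with DMSO and 100% = no enzyme wells; some results filed as inactive read as strong as hits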
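Test system: recombinant human SENP1 catalytic domain, His6-tagged / Medium: pH 8 Tris buffer with EDTA, NaCl, BME, BSA, NP40, catalase / Also added: SUMO1 FRET substrate flanked by Cypet and Ypet, 25 nM / Times: 50 min reaction at room temperature / Signal: FRET, CFP and YFP emission / Control set: no-enzyme low control and enzyme-plus-DMSO high control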
PfGluPho inh: PfG6PD (Plasmodium falciparum) enzyme inhibition. PfGluPho enzyme, NADPH resazurin-diaphorase fluorescence. inhibition, % at 20 µM. 350,000 compounds, 0.78% hits. AID 504690;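 active = inhibition reaching at least a set limit at 20 µM in the primary screen, cut at about 59% in these data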;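 also: 0% = DMSO wells with substrate and 100% = DMSO wells lacking glucose-6-phosphate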
ATG4B inhibitor: inhibitors of human ATG4B cysteine protease | inhibition, % at 8.33 µM | 340,000 compounds, 0.51% hits | Q9Y4P1 | AID 504462 | ATG4B cleavage of LC3-PLA2, NBD-HPC fluorescence, 1 h; in the data active = inhibition above about 40%
Target sequence (Q9Y4P1 whole entry, looked up): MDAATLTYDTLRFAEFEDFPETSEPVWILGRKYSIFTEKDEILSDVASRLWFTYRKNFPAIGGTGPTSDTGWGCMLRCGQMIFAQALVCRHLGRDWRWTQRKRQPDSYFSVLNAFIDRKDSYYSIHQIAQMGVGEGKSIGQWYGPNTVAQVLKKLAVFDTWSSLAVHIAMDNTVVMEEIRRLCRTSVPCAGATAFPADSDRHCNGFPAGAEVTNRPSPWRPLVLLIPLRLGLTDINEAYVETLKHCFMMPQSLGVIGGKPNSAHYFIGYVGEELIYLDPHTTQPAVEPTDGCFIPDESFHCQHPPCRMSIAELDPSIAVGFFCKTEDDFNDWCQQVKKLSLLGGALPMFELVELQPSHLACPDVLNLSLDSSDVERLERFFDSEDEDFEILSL
MPTP inh: permeability transition pore inhibition | 360,000 compounds, 1.4% hits | isolated mouse mitochondria, Ca2+ swelling absorbance, 30 min | inhibition, % at 10 µM;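 active = inhibition of 50% or more, scaled per plate between neutral and stimulator controls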;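 also: 0% = DMSO wells given calcium and 100% = 1 mM EGTA wells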
NR3A LBD binder: NR3A (human) ligand-binding domain modulation. Tm shift relative to glycine control, % at 25 µM. NR3A LBD differential scanning fluorimetry, Tm shift; 0% = protein alone, 100% = glycine-bound protein. AID 1259313. 340,000 compounds, 2.5% hits;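 active = melting temperature shift of at least 10% of the positive control shift, at one fixed dose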
hIAP act: increases human intestinal alkaline phosphatase activity. P09923. purified human IAP, CDP-Star luminescence, 30 min; hits give high values; 1 = vehicle-only enzyme, 0 = enzyme-free background. activation factor at 10 µM. 330,000 compounds, 0.16% hits. AID 2524;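 active = activation factor of the enzyme at least 2-fold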; also: the source names both 10 and 20 µM as test concentration; values of inactives mirror those of a sister screen read the other way
Target sequence (P09923 whole entry, looked up): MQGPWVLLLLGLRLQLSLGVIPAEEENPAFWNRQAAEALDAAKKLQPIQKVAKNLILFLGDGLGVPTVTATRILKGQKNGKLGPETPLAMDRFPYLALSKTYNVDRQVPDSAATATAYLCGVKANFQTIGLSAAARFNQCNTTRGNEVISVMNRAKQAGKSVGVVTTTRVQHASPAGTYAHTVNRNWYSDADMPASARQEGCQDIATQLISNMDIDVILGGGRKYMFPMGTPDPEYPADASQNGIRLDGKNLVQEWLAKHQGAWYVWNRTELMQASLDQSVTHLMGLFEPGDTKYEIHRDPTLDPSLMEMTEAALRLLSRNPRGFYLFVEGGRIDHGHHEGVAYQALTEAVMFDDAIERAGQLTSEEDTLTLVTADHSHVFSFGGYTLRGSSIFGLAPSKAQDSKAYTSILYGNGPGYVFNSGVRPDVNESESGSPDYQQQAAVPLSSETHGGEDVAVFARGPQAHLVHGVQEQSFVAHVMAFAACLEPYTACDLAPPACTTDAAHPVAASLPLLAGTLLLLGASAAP
SENP8 inh: blocks human SENP8 cleavage of Nedd8 substrate | Q96LD8 | recombinant SENP8, Nedd8 substrate fluorescence | inhibition, % at 20 µM | 360,000 compounds, 0.64% hits; in the data active = inhibition mostly above about 40%, no sharp cut-off; inactive = mostly below about 27%
* hit, by the source's call; . = no result given.

SMILES	SENP6 inh	SENP1 inh	PfGluPho inh	ATG4B inhibitor	MPTP inh	NR3A LBD binder	hIAP act	SENP8 inh
OCCN1CCN(CC/C=C2/c3ccccc3Sc3ccc(Cl)cc32)CC1	2	-1	39	-2	94*	-4	0.88	-6
Cc1ccccc1-n1c(SCC(=O)c2cc(C)n(C)c2C)nnc1-c1ccncc1	-14	-11	10	5	-1.1	0	1.1	7
O=C(/C=C/c1cccc([N+](=O)[O-])c1)OCC(=O)N1CCCCC1	.	0	12	.	-0.4	.	.	10
COc1cc2c3c([nH]c2cc1F)C(=O)NCC3	-9	-1	11	-1	-1.4	0	0.98	-457
Cc1nn(C)cc1C(=O)NNC(=S)Nc1ccc(Cl)cc1	-6	1	-1	-7	1.7	-3	1.5	16
COc1cccc(-c2nc(CS(=O)(=O)CC(=O)NCc3ccc4c(c3)OCO4)c(C)o2)c1	2	1	-4	-3	-0.2	-2	1.1	9
Cc1cc(C(=O)COc2ccccc2Cl)c(C)n1-c1ccc2c(c1)OCO2	-2	-1	13	0	5.0	2	1.2	-1
CCOC(=O)c1ccc(N=Nc2c(C)[nH]n(-c3ccccc3)c2=O)cc1	-8	3	-2	5	0.9	-1	0.9	20
CCc1cc2cc3c(cc2nc1SCC(=O)Nc1cc(C)on1)OCO3	-15	-2	-1	-7	-0.9	0	1.1	-70
CCOc1cc(N2CCOCC2)c(OCC)cc1NC(=O)c1ccc(F)c(S(=O)(=O)N2CCOCC2)c1	-5	1	5	-9	1.2	5	1.1	10
CCN(CC)C(=O)CN(c1cccc(Br)c1)S(C)(=O)=O	4	4	-12	7	0.4	0	1	6
CCOC(=O)C1CCN(C(=O)/C=C/c2ccc3c(c2)OCO3)CC1	-6	-1	-15	-3	-1.4	0	1.1	-99
NNC(=O)CN1C(c2ccc(Br)cc2)=Nc2ccc(Br)cc2C1c1ccccc1 (configuration not stated)	-8	4	48	6	-2.7	-4	1.2	-36
COc1ccc(N2CCN(C(=O)CCc3cc(OC)c(OC)c(OC)c3)CC2)cc1	0	0	8	-3	1.1	0	1.1	10
Cc1cc(-c2nnc(SCC(=O)NC3CC3)n2C(C)C)cs1	-2	1	6	2	-0.5	0	0.97	-2

The last five records of the section before lead into the next.
SMILES	SENP6 inh	SENP1 inh	PfGluPho inh	ATG4B inhibitor	MPTP inh	NR3A LBD binder	hIAP act	SENP8 inh
CCN(CC)C(=O)CN(c1cccc(Br)c1)S(C)(=O)=O	4	4	-12	7	0.4	0	1	6
CCOC(=O)C1CCN(C(=O)/C=C/c2ccc3c(c2)OCO3)CC1	-6	-1	-15	-3	-1.4	0	1.1	-99
NNC(=O)CN1C(c2ccc(Br)cc2)=Nc2ccc(Br)cc2C1c1ccccc1 (configuration not stated)	-8	4	48	6	-2.7	-4	1.2	-36
COc1ccc(N2CCN(C(=O)CCc3cc(OC)c(OC)c(OC)c3)CC2)cc1	0	0	8	-3	1.1	0	1.1	10
Cc1cc(-c2nnc(SCC(=O)NC3CC3)n2C(C)C)cs1	-2	1	6	2	-0.5	0	0.97	-2
CCCNC(=O)N(C)c1nncnc1C(=O)NC	-7	2	-9	4	0.0	-2	0.92	4
O=C(Cn1ncc2c3ccccc3n(Cc3cccc(Cl)c3)c2c1=O)NCc1ccccn1	-6	16	-1	1	-1.7	0	0.88	-17
CC1(C)C2C/C(=N\O)C(C)(/[N+]([O-])=C/c3cccc([N+](=O)[O-])c3)CC21 (configuration not stated)	-24	1	7	-6	-0.4	0	1	6
Cc1ccc(C)c(S(=O)(=O)N2CCN(C(=O)Cc3sc(C)nc3-c3ccc(F)cc3)CC2)c1	.	1	-16	-7	-0.6	-1	.	15
O=C(Cc1ccc(Cl)cc1)Nc1ccccc1N1CCN(C(=O)c2ccccc2)CC1	-13	0	1	7	0.9	-5	1.2	0
COc1cc(/C=C(\C#N)c2nc3ccccc3[nH]2)ccc1O	92*	-26	23	-8	0.9	28*	1.2	-114
CC(CCO)Nc1nc2c(c(=O)n(C)c(=O)n2C)n1Cc1cccc(Br)c1 (configuration not stated)	-9	-14	11	-5	-1.4	1	1.1	4
Cc1cc(C)n(-c2ccc(C(=O)OCC(=O)Nc3ccc(S(N)(=O)=O)cc3)cc2)n1	-9	-2	15	-17	-0.2	-1	1.2	13
O=C(NCCCc1ccncc1)C1CCC(=O)N(Cc2cccc(F)c2)C1 (configuration not stated)	-4	-2	-9	3	1.2	2	0.97	8
COC(=O)c1c(C)[nH]c(C(=O)CSc2ccc(Cl)cc2)c1C	-8	1	-4	3	16	-8	0.78	22
COc1ccc(CCNC(=O)c2cc3sc(Cl)cc3n2C)cc1OC	-4	-8	34	-2	-0.8	1	1	4
O=C(O)C1CC(=O)N(c2ccc(F)c(F)c2)C1 (configuration not stated)	-28	3	-10	-2	-2.0	2	0.97	32
O=C(NCCCN1CCOCC1)c1cc2c(s1)CCCC2	9	3	-4	-9	-5.2	0	1.1	30
CCOc1ccc2c(c1)ncn2Cc1ccccc1	-17	3	7	-1	2.6	0	1.1	5
COCCCN1C(=O)C(=O)/C(=C(/O)c2ccc(S(=O)(=O)N3CCOCC3)cc2)C1c1cccc(Cl)c1 (configuration not stated)	18	1	-18	-7	-0.2	0	1.4	19
O=C(COC(=O)CNC(=O)c1cccc(OC(F)F)c1)NCc1ccc2c(c1)OCO2	-7	0	12	-6	0.2	2	1.1	1
c1cncc(C(c2nnnn2C2CCCC2)N2CCCC2)c1 (configuration not stated)	5	-1	3	-13	-0.3	0	1.1	5
Cc1ccccc1SCC(=O)NNC(=O)c1ccccc1O	3	-1	-31	2	3.1	-1	2	-55
COC(=O)C1=C(C(=O)OC)[C@@H]2N(C)c3ccccc3[C@@]23C[C@@H](C(=O)OC)N(C(=O)c2cc(C)oc2C)C3=N1	-12	-1	0	-9	-0.6	-1	0.87	12
CC1(C)Cc2c(c(N3CCOCC3)nc3snc(N)c23)CO1	6	1	11	-8	-2.0	6	0.84	15
CCn1cc(C(=O)N2CCN(c3cccc(Cl)c3)CC2)c2cc(OC)c(OC)cc2c1=O	-1	-1	20	-11	1.8	0	1.1	-2
O=C(CCCCCCCC(=O)N1CCCCC1)N1CCCCC1	.	-2	13	-1	-0.2	0	.	2
COCCn1c(SCC(=O)N2CCOCC2)nnc1-c1ccco1	3	-1	0	-6	-0.1	0	0.93	10
Cc1nn(-c2ccccc2)c(Cl)c1/C=N/NC(=O)CNC(=O)c1ccccc1Cl	-5	3	12	-14	-0.1	-2	0.85	8
CCCNC(=O)c1onc(CSc2ccccc2)c1C(=O)NCCC	3	-2	22	-7	-0.6	-1	1	7
NC(Cc1cccc2nsnc12)C(=O)O (configuration not stated)	-10	-29	-11	-4	-1.8	-2	1.2	-14
O=C(N/N=C/c1ccc(-c2cccc([N+](=O)[O-])c2)o1)c1ccccc1O	-12	3	-4	-10	7.0	19*	1	19
Cn1c2ccccc2c(=O)c2ccc(NCc3ccc4c(c3)OCO4)cc21	.	-31	17	-6	-0.5	-3	.	-377
CC(Oc1ccccc1)C(=O)Nc1nnc(S(=O)(=O)N2CCCCC2)s1 (configuration not stated)	-13	-2	-30	4	1.3	-2	0.98	-6
NS(=O)(=O)c1ccc(CCNC(=O)c2ccncc2)cc1	-25	-2	-15	2	-1.2	-1	1	12
CCn1c(N2CCN(S(=O)(=O)c3ccc(OC)cc3)CC2)nc2ccccc21	-11	0	-9	22	2.4	-1	0.98	12
CC1(C(=O)OCC(=O)Nc2ccccc2)CC1(Cl)Cl (configuration not stated)	18	1	17	5	0.3	-1	0.97	16
CN(C(=O)CC1C(=O)NCCN1Cc1ccc(F)cc1)C1CCOCC1 (configuration not stated)	-12	-40	-5	1	-0.3	-4	0.93	-47
COc1ccc(CNC(=O)CSc2nnc3nc(C)cc(C)n23)cc1OC	-29	1	4	-1	-2.1	2	1.1	-3
COC(CNC(=O)c1cnn2c(C)c(Cc3ccccc3)c(C)nc12)OC	-6	3	1	-9	1.1	2	1.1	-447
O=C(O)c1cc(N2CCCCC2)ccn1	.	1	0	-1	-1.4	0	.	11
Nc1c(C(=O)c2ccccc2)oc2ccc(Br)cc12	31	-95	4	-16	15	-18	0.89	-74
CC(C)c1ccc(N2C(=O)/C(=C/N(C)C)SC2=S)cc1	-4	-3	-44	22	13	0	1	20
O=C(COC(=O)[C@H](Cc1ccccc1)NC(=O)c1cccs1)NC1CC1	-17	4	7	-1	-0.8	-4	1	4
O=C1CC(N2CCC(c3nc4ccccc4o3)CC2)C(=O)N1c1cc(Cl)cc(Cl)c1 (configuration not stated)	-16	3	6	0	6.6	0	1	7
CC[n+]1cccc(-c2nc3ccccc3s2)c1	7	-1	13	-11	1.2	-1	1	-72
CC(=O)NC1C(=O)N(C)c2ccc(Br)cc21 (configuration not stated)	-5	-2	-9	-2	-2.5	0	1	14
O=C(COC(=O)C1CCN(c2ccc(C(F)(F)F)cn2)CC1)c1ccc(F)cc1	18	-1	20	9	0.0	0	0.96	-1
CN1CCN(S(=O)(=O)c2ccc([N+](=O)[O-])cc2)CC1	-29	0	-7	-8	1.2	-1	0.78	18
Cc1cccc(Nc2nc(N3CCOCC3)nc(N3CCOCC3)n2)c1	-3	-12	-7	2	-1.0	0	1.2	10
O=C1CNCc2[nH]c3ccccc3c2N1c1ccccc1	5	-7	-13	-6	-0.4	-3	0.87	-100
CCOC(=O)C1CCN(Cc2c(O)ccc3ccccc23)CC1	-3	0	27	4	0.0	1	1.1	-117
COc1ccc(NC(=O)Nc2nnc(Cc3ccc(F)cc3)s2)cc1	-6	7	3	-6	2.1	2	0.97	14
Cc1nc(CCNC(=O)C2CCC(=O)N(CCc3cccc(F)c3)C2)sc1C (configuration not stated)	10	-1	10	-2	-1.7	0	1.3	1
CCc1cc2c(N3CCCCC3)ncnc2s1	-12	-3	8	-1	1.7	10	1.1	9
Cc1ccc(/C=N/NC(=O)CNC(=O)c2ccc(C)c([N+](=O)[O-])c2)o1	-18	0	4	-2	-2.1	-1	1.2	11
CN1c2ccccc2C(=O)NC1c1ccc([N+](=O)[O-])s1 (configuration not stated)	2	-1	25	-6	3.9	-2	1	26
COCCN1CN(S(=O)(=O)c2ccccc2)c2nc3ccccc3nc21	4	-9	8	2	-0.4	-1	1.1	-389
CCCCCCN1C[C@@H](n2cc(-c3ccc(F)cc3)nn2)[C@H](O)C[C@@H]1c1ccc(Cl)cc1	.	1	12	.	13	.	.	17
CCC(=O)N=c1sc2cc([N+](=O)[O-])ccc2n1CCOC	-2	-47	-4	3	0.8	-3	0.93	16
C/C(=C\C(=O)OCCCCCCCCC(=O)O)C[C@@H]1OC[C@H](C[C@@H]2O[C@H]2[C@@H](C)[C@H](C)O)[C@@H](O)[C@H]1O	4	0	-3	-6	1.5	-1	0.88	5
COC(=O)c1ccc(NC(=O)c2ccco2)cc1	6	-2	-9	-7	0.5	22*	0.97	18
COC(=O)CSc1nnc(CNc2ccc(Cl)cc2)n1-c1ccccc1	-5	1	-6	-25	0.2	1	0.99	22
COc1ccc(C(=O)O/N=C2\C(=O)N(C)c3ccccc32)cc1	-18	5	18	-1	1.6	3	1	18
CCOn1c(SCC)nc2ccccc2c1=O	-12	3	6	9	2.3	-1	0.94	9
The results go on.
SMILES	SENP6 inh	SENP1 inh	PfGluPho inh	ATG4B inhibitor	MPTP inh	NR3A LBD binder	hIAP act	SENP8 inh
Cc1ccc(S(=O)(=O)NCCN2CCNC2=O)cc1	-17	4	6	2	0.8	1	1.1	4
Cc1ccc(/C=C/C(=O)OCC(=O)NCCc2ccc(S(N)(=O)=O)cc2)o1	4	-4	44	-4	-0.6	-1	1.1	-6
O=[N+]([O-])c1ccc(C2OCCO2)cc1CS(=O)(=O)c1ccccc1	4	5	2	-1	0.1	8	0.98	21
Cc1sc(NC(=O)C2C3C=CC(C3)C2C(=O)O)c(C(N)=O)c1-c1ccc(C(C)C)cc1 (configuration not stated)	10	-4	-24	5	9.7	-3	0.9	-26
COc1ccc2c(c1)CCc1cnoc1-2	.	1	10	-19	-0.4	1	.	0
